Assay outcomes (PubChem)
SDO1 yeast rescue = growth rescue of sdo1-depleted yeast, primary screen, S. cerevisiae, bone marrow failure model. S. cerevisiae sdo1-depleted JHY4D growth rescue, OD600 30 h; hits give high values; pdr5 snq2 efflux-pump mutant strain. z-score at 10 µM. actives 0.21% (n = 140,000). AID 817, 2007;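 active = z-score above 3 at both the 24 hr and the 30 hr optical density reads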;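 note: z-score against mean and SD of all compound wells on the same plate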
INS promoter inh = inhibitors of insulin promoter-driven GFP, primary screen, imaging, TRM-6 cells (human fetal islet line), eGFP reporter, cell count; reporter expression induced with tamoxifen; inhibition, % at 2 µM; actives 0.9% (n = 130,000);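 active = inhibition above the mean plus 3 SD, with well images judged a real hit on visual review, cut at about 60% in these data, passing the limit was not always enough; inconclusive = inhibition over the cutoff but images rejected on review; inactive = inhibition not above the cutoff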
SDO1 yeast rescue Rescue 24 h = second read-out of SDO1 yeast rescue, no call of its own (marks repeat the call); z-score; S. cerevisiae sdo1-depleted JHY4D growth rescue, OD600; measured here: growth rescue at 24 h;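 0 is the plate mean of compound wells and units are plate SD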
The depositor's hits bear a star; ? = inconclusive; . = not tested or not shown. An excerpt; count on the stated rates, not on these rows.

Results follow in this order: SDO1 yeast rescue	SDO1 yeast rescue Rescue 24 h	INS promoter inh
Cc1ccc(NC(=S)N/N=C2\CC3CC=CC23)c(C)c1 (stereo not given)
 : .	.	-45
Nc1nc(-c2cccnc2)nn1C(=O)CCc1ccccc1
 : .	.	-72
C/C(=N\NC(=O)CNc1cccc(C(F)(F)F)c1)c1ccc(Br)cc1
 : -0.76	-0.34	.
COc1cccc(-n2c(CCn3nc(C)c([N+](=O)[O-])c3C)n[nH]c2=S)c1
 : 3.2*	3.4*	-27
CC1CCCC(C(=O)O)N1C(=O)CCSSCCC(=O)N1C(C)CCCC1C(=O)O (stereo not given)
 : 0.36	0.27	4
Cc1cc(C(F)(F)F)n2nc(-c3cnn(C)c3C(F)(F)F)c(Cl)c2n1
 : -0.77	-0.67	-33
COc1cccc(-n2nc(C(=O)Nc3ccc4c(c3)OCO4)c3ccccc3c2=O)c1
 : -0.83	-0.42	-60
CCn1c(N)nc2c1c(=O)n(C)c(=O)n2C
 : -0.23	-0.89	.
Fc1cccc(Cc2noc(CN3CCCCC3c3ccccn3)n2)c1 (stereo not given)
 : .	.	19
CCOC(=O)c1ccc(-c2ccc(/C=N/NC(=O)CN(c3ccccc3Cl)S(C)(=O)=O)o2)cc1
 : 0.41	0.87	23
CCCOC(=O)c1ccc(-c2c(C)noc2-c2ccc(OC)cc2O)o1
 : -1	-1.2	-4
COc1ccc(CCNC(=O)c2ccc(-c3ccc([N+](=O)[O-])cc3)o2)cc1OC
 : -0.41	-0.21	.
COc1cccc(C(=O)N2N=C(c3ccccc3)CC2(O)C(F)(F)F)c1 (stereo not given)
 : -1.2	-0.87	-7
O=C(CN1CCN(Cc2ccc3c(c2)OCO3)CC1)c1c[nH]c2ccccc12
 : 0.42	-0.17	-14
COc1ccc(-c2nnc(SCC(=O)NCc3cccs3)n2CC(C)C)cc1
 : -0.37	-0.67	-127
COc1ccccc1NC(=O)C1=C(C)Nc2nnnn2C1c1cccc(Br)c1 (stereo not given)
 : -0.47	-0.36	.
CC(CCc1ccc(O)cc1)NC1C2CC3CC(C2)CC1C3 (stereo not given)
 : 0.22	0.66	.
Cc1cc(C)cc(NS(=O)(=O)c2ccc(NC(=S)NC(=O)c3cccs3)cc2)c1
 : -1.5	-0.51	-25
CCc1nccn1S(=O)(=O)c1ccc(OC)c(OC)c1
 : 0.93	0.53	.
COc1ccc(NC(=O)COC(=O)c2ccc(Br)o2)cc1OC
 : -0.09	-1.1	.
COc1ccc(-n2c(-c3ccc(Br)cc3)c[n+]3c2CCCCC3)cc1
 : .	.	-15
O=C1c2ccc3c4c(ccc(c24)C(=O)N1Cc1cccnc1)C(=O)N(Cc1cccnc1)C3=O
 : 0.31	0.23	.
COc1cccc(CNC(=O)C2CCCN(c3nn4c(=O)cc(C)nc4s3)C2)c1OC (stereo not given)
 : 0.38	0.95	-38
C#CCn1c(S(=O)(=O)Cc2ccc(OC)cc2)nc(-c2ccccc2)c1-c1ccccc1
 : -1.3	-1.3	0
CCOC(=O)c1c(C)[nH]c(C(=O)C(C)OC(=O)c2oc3ccccc3c2COC)c1C (stereo not given)
 : 0.09	-0.14	25
CN(C)S(=O)(=O)c1cccc(-c2nnc(SCC(=O)NCCCCCC(=O)O)n2-c2ccc(F)cc2)c1
 : .	.	-28
O=C(NC1CCCCCC1)c1ccc2c(=O)n3c(nc2c1)CCCCC3
 : -0.43	-0.69	-14
Cc1cccn2c(=O)c(C=Nc3ccc(Cl)cc3)c(NCCO)nc12
 : 2.3	2.4	-105
O=C(/C=C/c1ccccc1)N1CCN(CCN2C(=O)c3cccc4cccc(c34)C2=O)CC1
 : -0.5	-0.6	34
Cc1cc(C)cc(NC(=O)CN2CCN(c3ncccn3)CC2)c1
 : -1.6	-2.2	12

By substructure, the entries above with a halogen
Results follow in this order: SDO1 yeast rescue	SDO1 yeast rescue Rescue 24 h	INS promoter inh
C/C(=N\NC(=O)CNc1cccc(C(F)(F)F)c1)c1ccc(Br)cc1
 : -0.76	-0.34	.
Cc1cc(C(F)(F)F)n2nc(-c3cnn(C)c3C(F)(F)F)c(Cl)c2n1
 : -0.77	-0.67	-33
Fc1cccc(Cc2noc(CN3CCCCC3c3ccccn3)n2)c1 (stereo not given)
 : .	.	19
CCOC(=O)c1ccc(-c2ccc(/C=N/NC(=O)CN(c3ccccc3Cl)S(C)(=O)=O)o2)cc1
 : 0.41	0.87	23
COc1cccc(C(=O)N2N=C(c3ccccc3)CC2(O)C(F)(F)F)c1 (stereo not given)
 : -1.2	-0.87	-7
COc1ccccc1NC(=O)C1=C(C)Nc2nnnn2C1c1cccc(Br)c1 (stereo not given)
 : -0.47	-0.36	.
COc1ccc(NC(=O)COC(=O)c2ccc(Br)o2)cc1OC
 : -0.09	-1.1	.
COc1ccc(-n2c(-c3ccc(Br)cc3)c[n+]3c2CCCCC3)cc1
 : .	.	-15
CN(C)S(=O)(=O)c1cccc(-c2nnc(SCC(=O)NCCCCCC(=O)O)n2-c2ccc(F)cc2)c1
 : .	.	-28
Cc1cccn2c(=O)c(C=Nc3ccc(Cl)cc3)c(NCCO)nc12
 : 2.3	2.4	-105

New compounds follow
Results follow in this order: SDO1 yeast rescue	SDO1 yeast rescue Rescue 24 h	INS promoter inh
O=Cc1ccc(OCc2cn3ccccc3n2)cc1
 : .	.	36
CCOC(=O)N1CCN(C(=S)Nc2ccc(C)c(C)c2)CC1
 : 0.08	-0.15	53
COc1cc(C)nc(OCCNS(=O)(=O)c2cc(C)ccc2C)n1
 : 0.1	-0.36	19
NS(=O)(=O)c1ccc(NC(=O)COC(=O)CCC2CCCC2)cc1
 : .	.	-26
O=C(NCCCN1CCOCC1)C1(c2ccccc2)CCCC1
 : 2.6	0.97	44
CC(C)c1cc(C(C)C)c(S(=O)(=O)NNC(=O)c2ccncc2)c(C(C)C)c1
 : -0.88	-0.83	37
O=C(NCc1ccco1)c1ccc(COc2cccc3ccccc23)cc1
 : -0.24	-0.12	.
O=C(Nc1ccccc1)/C(=C/c1ccc2c(c1)OCO2)NC(=O)c1ccco1
 : -0.1	-0.31	-52
COc1ccc(/C=N/NC(=O)c2ccoc2C)cc1COc1c(C)cccc1C
 : -1.3	-1.1	-24
CCC(CO)n1c(SCc2cc([N+](=O)[O-])cc3c2OCOC3)nc2ccccc2c1=O (stereo not given)
 : -1.7	-1.3	56
O=C(c1ccc(Cl)c(S(=O)(=O)N2CCCCCC2)c1)N1CCOCC1
 : .	.	67
O=c1cc(N2CCc3ccccc32)[nH]c(=O)n1-c1ccc(Br)cc1
 : 1	1.2	.
Nc1nc(-c2cccs2)cs1
 : -0.21	-0.2	-23
Cc1ccc(-c2nn(C)c(=O)c3ccccc23)cc1CNC(=O)Cn1nc(-c2ccccc2)c2ccccc2c1=O
 : 0.54	1.6	14
COc1cc(Nc2nc(-c3ccccc3)c3cc(C)ccc3n2)cc(OC)c1OC
 : -2.3	-1.2	.
NC(=O)COC(=O)c1ccccc1OCc1ccccc1
 : .	.	-14
O=C(CN1CCOCC1)Nc1ncccn1
 : 1.6	0.35	34
COc1ccc(Cl)cc1NC(=O)CSc1nnc(Cc2cccn2C)n1-c1ccc(F)cc1
 : -1.4	-0.62	.
Cc1cccc(N2CCN(C(=O)c3cccn4c(=O)c5c(C)c(C)sc5nc34)CC2)c1C
 : -1.1	0.54	-4
Cc1nn(C)c(C)c1C1Nc2ccccc2C(=O)N1O (stereo not given)
 : 0.61	0.53	0
NC(=O)c1ccc(NC(=O)COC(=O)C2CC(=O)N(Cc3ccccc3)C2)cc1 (stereo not given)
 : .	.	-14
CC1CCCN(C(=O)C(Cc2ccccc2)n2cccc2)C1 (stereo not given)
 : 0.39	0.45	.
CCN(CC)S(=O)(=O)c1cc(NS(=O)(=O)c2ccccc2)ccc1C
 : -0.89	-0.88	-15
c1ccc(-c2nc3nonc3c3nc4ccccc4n23)cc1
 : -0.46	-0.57	.
Cc1cc2ccccc2c(=O)n1CC(=O)NCC(=O)N(C)C1CCCCC1
 : -0.07	-0.59	54
Cc1ccc2nc(Cl)c(CN(C(=O)c3cnccn3)C3CCCCC3)cc2c1
 : -0.6	-0.24	-58
Cc1cccc(C)c1NC(=O)Cn1c(=O)n(CCC(=O)NCc2ccco2)c(=O)c2sccc21
 : 1.1	-0.14	.
Cc1cc(NC(=O)C2C3C(=O)N(CC4CCCO4)C(C(=O)NCc4ccccc4)C34C=CC2(C)O4)no1 (stereo not given)
 : 0.21	-0.25	-175
Cc1cc(C)n2c(Br)c(CN3CCCC(C)C3)nc2n1 (stereo not given)
 : .	.	5
COc1ccc(/C=C(\CC(=O)O)c2nc3ccccc3o2)cc1
 : .	.	54
Cc1oc(/N=C/c2ccc3c(c2)OCO3)c(C#N)c1C
 : -0.26	-0.24	-14
COC(=O)CNC(=O)COC(=O)/C=C/c1ccc(F)cc1
 : .	.	18
CC1(C)Cc2cccc(OCC(=O)N3CCN(c4ccc([N+](=O)[O-])cc4)CC3)c2O1
 : -0.16	-0.34	23
Cc1cc(NC(=O)CCN2C(=O)C3C4CCC(C4)C3C2=O)c(C)cc1Br (stereo not given)
 : -0.59	-0.56	-7
CC(=O)c1ccc(NC(=O)CSCC(=O)Nc2ccc3ccccc3c2)cc1
 : -0.66	-0.97	-14
COC(=O)c1cccnc1-n1c(=O)c2cccnc2n(Cc2cccc(OC)c2)c1=O
 : -0.48	-0.58	.
COc1cccc(NC(=O)CSc2nc3ccccc3c(=O)n2CCCC(=O)N2CCCC2)c1
 : 0.1	-0.1	-39
CN1CCOc2cc(S(=O)(=O)Nc3ccc(F)cc3)ccc21
 : 0.98	1.3	.
COc1ccc(CC(NC(C)=O)C(=O)N2CCN(C(=O)Nc3cccc(Cl)c3)CC2)cc1OC (stereo not given)
 : 1.3	0.87	6
CCOC(=O)C1NC(=O)CC1c1ccccc1 (stereo not given)
 : -0.05	-1.4	37
CN1CCN(CCCNC(=O)c2ccc(/C=C3\Sc4ccccc4N(Cc4ccc(F)cc4)C3=O)cc2)CC1
 : .	.	-23
O=C(Nc1nc(-c2ccc(S(=O)(=O)N3CCCCCC3)cc2)cs1)c1cccs1
 : -2	-0.57	?
CCCCOC(=O)CCn1c(=S)oc2ccccc21
 : -0.27	-0.45	25
O=C(CN1CCN(c2ccccn2)CC1)NC1CCCCC1
 : 0.95	-0.22	34
Cc1occc1C(=O)NC1CCCCCC1
 : 0	0.13	.
O=C(COC(=O)CN1C(=O)C2CCCCC2C1=O)Nc1ccc(S(=O)(=O)N2CCOCC2)cc1 (stereo not given)
 : 0.26	0.4	17
CC1(C(=O)O)Sc2[nH]c(=O)sc2C2c3ccccc3OC(=O)C21 (stereo not given)
 : 1	1.4	-3
CC1Cc2ccccc2N1c1ncnc2c1nnn2Cc1ccccc1 (stereo not given)
 : -0.88	0.4	.
O=C(COc1ccccc1Cl)NCCCN1CCOCC1
 : -0.51	-0.58	0
CCn1c(C)[n+](CCCS(=O)(=O)[O-])c2cc(Cl)c(Cl)cc21
 : -1.1	-1.3	.

The listing continues.
Results follow in this order: SDO1 yeast rescue	SDO1 yeast rescue Rescue 24 h	INS promoter inh
Cc1nnc(-c2cnn(-c3ccccc3)c2N)n1Cc1ccccc1
 : 0.42	-0.32	14
Cn1c(C(N)=O)cnc1Sc1ncc(C(F)(F)F)cc1Cl
 : 0.1	-0.95	-10
COC(=O)COc1ccc(-c2ccccc2)cc1C=O
 : .	.	54
COCC(=O)Nc1cc(Cl)c(OC)cc1OC
 : 0.82	0.65	.
COc1ccc(-n2nc(C(=O)NCC(=O)NCc3ccco3)c3ccccc3c2=O)cc1
 : -0.3	-0.81	7
O=C(c1ccncc1)c1ccc(NC(=O)c2cccs2)cc1
 : .	.	20
O=C(c1cccs1)N1CCc2c([nH]c3ccccc23)C1c1ccc(Cl)cc1 (stereo not given)
 : -1.1	-0.77	44
COC(=O)N(NC(=O)C(O)(CCC(C)C)CCC(C)C)c1ccccc1
 : 0.74	0.22	-88
CC1(C)Cc2c(C#N)c(NCCCO)nc(-c3ccccc3)c2CO1
 : -2.6	-1.6	.
CN(C)CCN1C(=O)C(O)=C(C(=O)c2cc3ccccc3o2)C1c1ccccn1 (stereo not given)
 : 1.2	1.9	-6
CCN(CC)S(=O)(=O)c1ccc(S(=O)(=O)Nc2ccc3c(c2)oc2ccccc23)cc1
 : -0.44	0.66	.
Cc1ccc(S(=O)(=O)NCCCOC(=O)Nc2ccncc2)cc1
 : 0.26	-0.89	.
COC(=O)c1ccccc1NC(=O)C(C)NS(=O)(=O)c1ccc(OC)cc1 (stereo not given)
 : 0.31	0.66	-400
NC(=O)CSc1nnnn1-c1ccc2c(c1)OCCO2
 : 1.5	1.5	19
Cc1cc(/C=C(\C#N)C(=O)NCc2ccco2)c(C)n1C1CCCC1
 : -1.9	-1.7	-53
Cc1ccc2nc3c(c(C(=O)OCC(=O)N(C)C4CCS(=O)(=O)C4)c2c1)CCCC3 (stereo not given)
 : .	.	0
CS(=O)(=O)N(CCc1ccccc1)CC(=O)NCc1ccccc1Cl
 : .	.	-50
NCC/C=C1/c2ccccc2CSc2ccccc21
 : 0.13	-0.11	-43
CC(C)CC(=O)NS(=O)(=O)c1ccc(NC(=O)c2ccco2)cc1
 : .	.	-14
Cc1cccc(OCCCc2c(C)n[nH]c2C)c1
 : -0.84	-1.2	.
Clc1ccccc1-c1ccc(/C=N/Nc2nncc(-c3ccccc3)n2)o1
 : .	.	-6
FC(F)Oc1ccccc1/C=N/n1cnc2ccccc21
 : .	.	-50
Cn1nccc1C(=O)Nc1ccccc1C(=O)O
 : 0.88	0.11	30
CCOC(=O)CSc1nnc(CNC(=O)c2ccccc2OC)n1-c1ccc(OC)cc1
 : 1.7	2.8	.
